# miR122 inh: inhibitors of miR-122 in Huh7 cells; Huh7 miR-122 Renilla luciferase sensor, 48 h; neutral wells = 0, positive control = 100; activation (reporter increase), % at 12.5 µM; 340,000 compounds, 0.3% hits; AID 602342;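 active means mean replicate activation score at least 90 and every replicate individually at or above 90; inconclusive means only one of the two criteria met; inactive means neither criterion met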;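 further: higher luciferase means less miR-122 activity so hits act as miR-122 inhibitors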
# SIRT5 block: inhibitors of human sirtuin-5 desuccinylase; Q9NXA8; Purified SirT5, succinyl-peptide AMC, trypsin-coupled fluorescence; inhibition, % at 15 µM; 330,000 compounds, 1.1% hits; AID 652115; in the data active means inhibition above about 15%; inconclusive means no clear call, values can overlap the other calls
# Target sequence (Q9NXA8 whole entry, looked up): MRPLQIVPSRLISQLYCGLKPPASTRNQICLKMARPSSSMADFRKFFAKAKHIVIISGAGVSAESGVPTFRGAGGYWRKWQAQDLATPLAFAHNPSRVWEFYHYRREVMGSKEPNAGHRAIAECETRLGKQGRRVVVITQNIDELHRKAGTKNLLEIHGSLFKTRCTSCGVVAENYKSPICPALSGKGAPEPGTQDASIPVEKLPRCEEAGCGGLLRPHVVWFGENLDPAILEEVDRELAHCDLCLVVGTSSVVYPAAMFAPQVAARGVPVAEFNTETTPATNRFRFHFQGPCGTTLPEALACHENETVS
# ERp5 inh: inhibitors of human ERp5; ERp5 insulin aggregation, absorbance 650 nm, 90 min; inhibition, % at 9.99 µM; 350,000 compounds, 0.05% hits; AID 651711;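 active means mean replicate inhibition above about 25%, with every replicate also reaching it, limit read from the data, passing the limit was not always enough; inconclusive means only one of those two criteria met; inactive means neither criterion met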
# Target sequence (Q15084 whole entry, looked up): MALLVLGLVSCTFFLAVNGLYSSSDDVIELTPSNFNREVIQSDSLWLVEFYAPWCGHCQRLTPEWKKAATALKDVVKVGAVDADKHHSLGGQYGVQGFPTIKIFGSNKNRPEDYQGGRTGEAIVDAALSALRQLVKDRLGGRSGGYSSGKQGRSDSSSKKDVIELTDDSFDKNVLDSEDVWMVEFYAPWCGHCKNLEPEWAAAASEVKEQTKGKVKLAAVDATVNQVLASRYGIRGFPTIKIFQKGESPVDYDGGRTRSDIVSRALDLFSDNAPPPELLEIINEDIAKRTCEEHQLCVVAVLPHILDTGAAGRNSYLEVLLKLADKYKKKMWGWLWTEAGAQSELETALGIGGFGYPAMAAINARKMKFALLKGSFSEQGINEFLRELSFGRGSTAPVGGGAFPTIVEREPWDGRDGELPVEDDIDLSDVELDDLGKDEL
# ERAP1 inh: ERAP1 (human) enzyme inhibition; Q9NZ08; recombinant ERAP1, Leu-AMC fluorescence, 60 min; inhibition, % at 10.7 µM; 340,000 compounds, 0.15% hits; AID 652197;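 active means mean replicate inhibition of at least 30%, or all replicates individually reaching that 30% level; inactive means mean below 30% and not every replicate reaching it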;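 further: 0% = neutral control wells and 100% = L-leucinethiol positive control wells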
# CFTR F508del cor: correctors of CFTR F508del function in bronchial epithelial cells | activity (quench increase), % at 7.58 µM | 350,000 compounds, 0.36% hits | CFBE cells, YFP halide quenching; stimulated with forskolin plus potentiator P3; % fluorescence drop versus neutral controls;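 active means mean added fluorescence quench of at least 8% versus neutral control, with both replicates also reaching 8%; inconclusive means only one of the mean or replicate conditions met; inactive means mean below 8% and not both replicates reaching 8%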;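 further: cells transiently co-express mutant CFTR-F508del with the halide-sensitive YFP; corrector assay measuring rescue of mutant channel to the surface after 24 h compound exposure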
# Casp6 inh: caspase-6 (human) enzyme inhibition; inhibition, % at 12.5 µM; purified caspase-6, Z-VEID-R110 cleavage fluorescence; 350,000 compounds, 0.53% hits; P55212;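 active means mean inhibition across replicates at least about 35%, with every replicate also reaching that limit, limit read from the data; inconclusive means only one of the two criteria met; inactive means neither criterion met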;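 further: 0% = median of neutral control wells and 100% = no fluorescence left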
# Target sequence (P55212 24-179 limits assumed): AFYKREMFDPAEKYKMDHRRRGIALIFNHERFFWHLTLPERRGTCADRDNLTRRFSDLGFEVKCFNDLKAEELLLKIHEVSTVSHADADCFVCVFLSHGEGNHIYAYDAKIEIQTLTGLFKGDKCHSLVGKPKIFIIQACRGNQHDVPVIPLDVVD
# Target sequence (P55212 194-293 limits assumed): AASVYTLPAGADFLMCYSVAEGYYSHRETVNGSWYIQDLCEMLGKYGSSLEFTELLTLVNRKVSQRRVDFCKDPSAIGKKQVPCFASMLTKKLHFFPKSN
# DENV2 CPE: DENV2-induced cell death inhibition. DENV2-infected cells, cytopathic effect rescue, plate reader. 350,000 compounds, 1.7% hits. CPE inhibition, % at 9.99 µM; in the data active means CPE inhibition above about 20%, passing the limit was not always enough; inconclusive means no clear call, values can overlap the other calls; tested in BHK-21 cells;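 further: 0% = median of neutral control wells and 100% = median of positive control wells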
# The depositor's hits bear a star; ? = inconclusive; . = no result given; & = joins results of further samples; [ ] = remark or other dose. Compounds as they come; any-hit rate near 4%.
SMILES	ERp5 inh	DENV2 CPE	CFTR F508del cor	Casp6 inh	SIRT5 block	ERAP1 inh	miR122 inh
CCC1CCCCN1CCCNC(=O)CNC(=O)c1nn(-c2ccc(OC)cc2)c(=O)c2ccccc12 (configuration not stated)	1	-2	-0.5	-12	0	0	2
CN1CCN(C(CNC(=O)C(=O)Nc2ccc3c(c2)OCO3)c2ccc(F)cc2)CC1 (configuration not stated)	-1	-1	-1.9	-2	-9	-1	-6
Cc1cc(S(=O)(=O)N2CCN(CC(=O)NC(C)(C#N)C3CC3)CC2)ccc1Br (configuration not stated)	-5	-7	-1.8	3	-1	-4	0
Cc1noc(C)c1COc1ccccc1C(=O)N1CCN(S(=O)(=O)c2cccc([N+](=O)[O-])c2)CC1	1	0	2.7	1	-4	1	-4
Cc1cc(=O)[nH]c(N/N=C/c2cccc([N+](=O)[O-])c2)n1	4	-13	.	-1	0	1	.
C[C@@H]1CCCCO[C@@H](CN(C)CC2CCCCC2)[C@@H](C)CN([C@@H](C)CO)C(=O)c2cc(NC(=O)Nc3cccc4ccccc34)ccc2O1	0	7	-2.5	11	3	-2	-31[16.7 µM]
C=CCN1C(=O)[C@]2(O[C@H](CCO)[C@@H]([Si](C)(C)c3ccc(OC)cc3)[C@@H]2C)c2ccccc21	3	-3	-3.6	11	1	-2	.
Cc1c(-c2ccccc2)nc2ccccc2c1C(=O)Nc1ccncc1	2	11	0.4	-4	0	-4	.
O=C(Cn1nnc(-c2ccccc2)n1)NC(=O)NC1CCCC1	1	-6	-2.4	1	1	-1	3
CC(C)CN(C(=O)C1CC1)C1CCS(=O)(=O)C1 (configuration not stated)	-5	-1	0.4	6	14	0	4
Nn1c(SCC(=O)Nc2ccccc2)nnc1C1CCCCC1	-1	5	4.7	-1	0	1	-2
C/C(=N/NC(=O)c1ccccn1)c1ccncc1	1	2	0.7	-3	-6	-2	-4
N#CCCn1cc(C=O)c(-c2cccs2)n1	2	8	3.1	1	0	-1	.
Cc1ccc(-c2ccc([C@@H]3[C@H]4CN(C(=O)c5ccncc5)CCCCN4[C@H]3CO)cc2)cc1	-7	-2	3.0	4	-11	-1	-4[16.7 µM]
CC(=O)NC(Cc1ccccc1C)C(=O)NC1CCN(c2c3c(nc4ncnn24)CCC3)CC1 (configuration not stated)	0	-4	0.5	2	-5	0	.
COCCn1c(SCC(=O)NCc2ccccc2)nc2ccccc21	1	-4	0.1	-5	-1	-1	3
COc1cc(C(C(=O)NC2CCCC2)N(C(=O)Cc2cccs2)C2CC2)cc(OC)c1OC (configuration not stated)	0	-6	-1.0	-1	4	-4	-6
O=C(NCCNc1ccccc1[N+](=O)[O-])c1cc(F)c(F)cc1Cl	2	2	-3.1	-3	3	2	-1
COc1cc(-c2nnco2)cc(OC)c1OC	-5	-2	-1.5	-1	-4	-1	.
Clc1cccc(CSc2nnc(-c3cccnc3)n2Cc2ccco2)c1	-11	.	0.8	2	1	1	20
CCCN(C)C[C@@H]1OCCCC[C@@H](C)Oc2ccc(NS(=O)(=O)c3ccccc3)cc2C(=O)N([C@H](C)CO)C[C@@H]1C	1	-11	1.5	-5	-5	-41	-4[16.7 µM]
O=C(c1ccccc1)c1ccc(OCC(O)CN2CCCC2)cc1 (configuration not stated)	-5	2	1.1	-3	-4	-1	-4
O=C(Nc1ccccc1F)N[C@@H]1C=C[C@@H](CC(=O)N2CCCCC2)O[C@H]1CO	-2	-4	0.4	2	0	0	.
CCCn1c(=S)[nH]c2ccc(C(F)(F)F)cc21	1	-7	-3.7	-4	2	-1	-6
CCCCNC(=O)[C@@H]1CSC2c3ccccc3C(=O)N21 (some centres not stated)	1	1	3.0	.	2	0	-4

SMILES	ERp5 inh	DENV2 CPE	CFTR F508del cor	Casp6 inh	SIRT5 block	ERAP1 inh	miR122 inh
Oc1ccc(Br)cc1/C=N/n1c(C2CCCCC2)n[nH]c1=S	2	4	0.8	2	-6	1	-6
O=C(Nc1ccccc1C(=O)N1CCCCCC1)c1ccccc1	4	-3	0.6	-2	.	-1	.
O=C(c1c(F)cccc1F)N1CCN=C1SCc1ccccc1	2	-10	-1.6	-1	-4	-2	-5
CC1CCCN(C(=O)COC(=O)COc2ccc(C#N)cc2)C1 (configuration not stated)	-4	4	-1.4	-1	-3	1	-10
CC(=O)OCC(=O)C1CCC2C3CC=C4CC(O)CCC4(C)C3CCC12C (configuration not stated)	-8	-5	-1.1	5	-2	0	3
CC(=O)C1=CN(CC2CCCCC2)CCC1=O	9	8	-0.5	-1	-4	.	.
O=C(Nc1nc2ccccc2[nH]1)c1ccc(Cl)cc1	-2	8	4.9	0	-10	0	-3
COc1ccc(C(=O)Nc2nnc(C)s2)cc1S(=O)(=O)N1CCOCC1	-12	-4	-1.8	0	3	1	-2
CCCc1nc2ccccc2c(=O)n1CCc1ccccc1	3	1	-1.4	-1	-2	2	1
CCCCNC(=O)CNC(=O)c1nn(-c2ccc(OC)c(OC)c2)c(=O)c2ccccc12	-1	?	-3.1	2	.	-3	-2
COc1ccc(NC(=S)N2CCN(Cc3ccc(C)cc3)CC2)cc1	-3	0	-0.7	0	-4	0	.
Cc1ccc(S(=O)(=O)N(C)C[C@@H]2Oc3ccc(NS(C)(=O)=O)cc3CC(=O)N([C@@H](C)CO)C[C@@H]2C)cc1	6	4	-0.9	2	-2	-2	3[16.7 µM]
NC(=O)Cn1nc(C(F)(F)F)c2c1CCCC2	6	.	0.5	1	-4	0	-4
COCC(=O)N(C)C[C@H]1Oc2cc(-c3ccncc3)ccc2S(=O)(=O)N([C@@H](C)CO)C[C@H]1C	0	-8	-1.2	4	2	0	-13[16.7 µM]
O=[N+]([O-])/C(C(=C(Cl)Cl)N1CCN(Cc2ccccc2)CC1)=C1\NCCN1Cc1ccc(Cl)nc1	3	-1	0.7	1	0	2	2
CCCCn1c(SCC(N)=O)nnc1-c1ccco1	-2	8	0.6	1	2	2	-6
Cc1sc2nc(CSCC(=O)Nc3cc(F)ccc3F)[nH]c(=O)c2c1C	1	-4	-0.5	-60	1	-2	.
CCCc1nn2c(=O)cc(CSCC(=O)Nc3ccc(OC)cc3)nc2s1	4	-2	-2.0	0	0	2	-5
COc1cccc(-c2cc(C(=O)N/N=C/c3ccco3)c3ccccc3n2)c1	3	-1	-3.8	-2	-1	-7	1
Cc1ccc(C(=O)OC(C)C(=O)NC2CCCCC2C)cc1S(=O)(=O)N1CCOCC1 (configuration not stated)	7	-2	-2.8	-1	-3	1	18
CCCCN(C(C)=O)c1c(CC)nc2ccc(C(=O)NCCc3ccccn3)cn12	-1	-1	1.8	0	-6	-3	5
CC(C)C(=O)Nc1cc2c3c(c1)CCN3C(=O)CC2	16	1	2.9	0	-3	4	3
C[C@@H]1CCCCO[C@H](CN(C)S(=O)(=O)c2cn(C)cn2)[C@H](C)CN([C@@H](C)CO)C(=O)c2cc(NC(=O)Nc3ccc(F)cc3)ccc2O1	1	-6	-0.2	-2	1	1	8[16.7 µM]
Cc1ccccc1-n1c(=O)cc(N2CCC3(CC2)OCCO3)[nH]c1=O	-1	?	-3.2	0	-4	0	7
CCc1ccc(/C=N/n2c(C3CCCCC3)n[nH]c2=S)cc1	-4	2	0.8	1	-1	2	.

# Structural class: the compounds so far with a CF3 group (2)
SMILES	ERp5 inh	DENV2 CPE	CFTR F508del cor	Casp6 inh	SIRT5 block	ERAP1 inh	miR122 inh
CCCn1c(=S)[nH]c2ccc(C(F)(F)F)cc21	1	-7	-3.7	-4	2	-1	-6
NC(=O)Cn1nc(C(F)(F)F)c2c1CCCC2	6	.	0.5	1	-4	0	-4

# Remaining list, next part.
SMILES	ERp5 inh	DENV2 CPE	CFTR F508del cor	Casp6 inh	SIRT5 block	ERAP1 inh	miR122 inh
CNC(=O)C[C@H]1CC[C@@H]2[C@@H](COc3ccc(NC(=O)NCc4ccccc4)cc3C(=O)N2C)O1	.	-2	2.8	.	.	.	8[16.7 µM]
O=C(C[C@H]1CC[C@H]2[C@@H](COC[C@H](O)CN2C(=O)c2ccc(F)cc2)O1)N1CCOCC1	7	-3	3.4	-2	-2	-1	-7[16.7 µM]
Cc1cc(C)n2c(SCCN3C(=O)c4ccccc4C3=O)nnc2n1	7	-2	2.2	3	5	-1	-11
Cc1cc(NC(=O)COC(=O)COc2ccc3c4c(c(=O)oc3c2)CCC4)no1	-3	-2	-4.3	5	-1	-6	.
COc1ccc(Nc2cc(C)c3c(O)cccc3n2)cc1	-6	-1	-1.5	2	3	-8	-23
COC(C[C@H]1O[C@H]1C(=O)[C@H](C)OCc1ccccc1)OC	-2	2	2.7	-2	.	3	3
Cc1ccc(NC(=O)Nc2ccno2)cc1	-3	7	-0.6	-1	4	-1	5
CC(=O)Nc1cccc(C(=O)N2CCN(S(=O)(=O)c3ccc(C4CCCCC4)cc3)CC2)c1	3	-3	3.1	2	2	1	.
CN1C(=O)c2cc(NC(=O)C3CCC3)ccc2OC[C@H]2O[C@H](CC(=O)NCc3ccccc3F)CC[C@@H]21	-4	-9	2.9	-1	-7	1	.
O=C(/C=C/c1cccc([N+](=O)[O-])c1)NCCSCc1c(Cl)cccc1Cl	2	13	-0.8	-1	-10	2	-22
CCc1nnc(NS(=O)(=O)c2ccc(N/C=C\C(=O)c3cccc(OC)c3)cc2)s1	-3	2	-2.6	14	5	-1	.
O=C(CSc1nnc(CNC(=O)c2ccc(F)cc2)o1)NCc1ccc(F)cc1	-8	15	-3.5	0	-2	3	-4
O=C(NCCOc1ccccc1)c1cc([N+](=O)[O-])ccc1N1CCOCC1	11	-1	12*	1	2	3	39
O=C(COC(=O)C1CCN(c2ccc(C(F)(F)F)cn2)CC1)NCCc1ccccc1	-8	6	-1.1	2	0	-3	-3
Cc1cc(C)c2nc(NCCCNC(=S)NCCCN(C)C)c(C#N)cc2c1	-3	-2	-11	-69	-10	-8	.
O=C(NCC1COc2ccccc2O1)c1cccc(S(=O)(=O)N2CCN(c3ccccc3)CC2)c1 (configuration not stated)	1	4	-1.0	2	-3	-2	-2
O=C([C@@H]1[C@@H](CO)[C@@H]2Cn3c(ccc(-c4ccccc4)c3=O)[C@@H]2N1CCC(F)(F)F)N1CCOCC1	5	2	-0.6	2	-5	1	-1[16.7 µM]
COc1ccc(C(=O)CCNc2ccc(C)c(Cl)c2)cc1	-2	?	-0.4	-3	-1	-1	3
C=CCNC(=O)N[C@@H](CCSC)C(=O)OC	4	-2	-0.6	0	2	-4	3
O=C(Nc1ccc2c(c1)OCO2)OCc1ccccc1	-1	5	0.1	3	-2	3	-11
COc1ccc(S(=O)(=O)N(C)C[C@H]2Oc3c(NC(=O)Nc4ccc(C(F)(F)F)cc4)cccc3C(=O)N([C@@H](C)CO)C[C@@H]2C)cc1	6	9	0.1	-2	-6	2	-3[16.7 µM]
COc1cc(NC(=O)CSc2nc3[nH]ncc3c(=O)n2-c2ccc(Cl)cc2)cc(OC)c1	-1	3	3.5	-1	0	2	-4
C/C(=N\NC(=O)c1nnn(-c2nonc2N)c1CN1CCCCC1)c1ccccc1O	2	-7	0.9	-7	0	0	-2
CCN(CC)S(=O)(=O)c1ccc(N2CCOCC2)c(NC(=O)c2ccccc2)c1	5	26*	1.1	-1	0	-1	.
COc1ccc(CN2C(=O)C(C)Nc3ncnc(N4CCN(c5ccccc5)CC4)c32)cc1 (configuration not stated)	-1&-2	?	4.5&5.0	6&2	0	1&-2	8&4

SMILES	ERp5 inh	DENV2 CPE	CFTR F508del cor	Casp6 inh	SIRT5 block	ERAP1 inh	miR122 inh
Cc1ccc(C2=NN(C(=O)C3CCCO3)C(c3ccco3)C2)cc1 (configuration not stated)	-1	12	3.8	.	-6	-3	-7
CCCN1C[C@@H](C)[C@@H](OC)CN(C)C(=O)c2ccc(NC(=O)C3CCC3)cc2OC[C@H]1C	-5	-5	1.0	-1	0	2	5[16.7 µM]
CC(C)NC(=O)Nc1ccc2c(c1)C(=O)N([C@H](C)CO)C[C@@H](C)[C@H](CN(C)CC1CCCCC1)O2	-3	10	0.3	-3	-4	-1	-3[16.7 µM]
CC(C)c1ccc(NNC(=O)C2CCC2)cc1	2	9	0.0	-2	-1	4	3

# High-throughput results from PubChem BioAssay.
